APJ antag: antagonists of human APJ apelin receptor | P35414 | CHO-K1 APJ beta-arrestin complementation, luminescence | inhibition, % at 20 µM | hit rate 0.32% among 330,000;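 active = inhibition above about 40% at 20 µM, limit read from the data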;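 also: cells challenged with 10 nM apelin-13 agonist together with compound; plate controls were apelin-13 plus DMSO wells for no effect and DMSO wells lacking apelin-13 for full effect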
Target sequence (P35414 whole entry, looked up): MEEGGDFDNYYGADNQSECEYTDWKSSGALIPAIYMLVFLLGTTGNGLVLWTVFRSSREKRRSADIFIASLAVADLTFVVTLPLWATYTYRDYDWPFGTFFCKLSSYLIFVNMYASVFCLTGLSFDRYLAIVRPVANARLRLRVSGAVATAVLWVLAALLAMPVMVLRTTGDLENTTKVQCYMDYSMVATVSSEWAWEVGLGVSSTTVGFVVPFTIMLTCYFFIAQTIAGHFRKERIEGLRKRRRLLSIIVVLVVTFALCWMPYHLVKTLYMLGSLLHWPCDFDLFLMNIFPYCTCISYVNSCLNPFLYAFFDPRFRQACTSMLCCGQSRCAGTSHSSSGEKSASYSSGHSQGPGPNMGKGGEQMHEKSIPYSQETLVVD
tim23-1 inh: tim23-1 yeast growth inhibition. hit rate 1.3% among 330,000. AID 463212. inhibition, % at 20 µM. S. cerevisiae tim23-1 growth, BacTiter-Glo luminescence, 24 h;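 active = growth inhibition of the mutant yeast at or above 50%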;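 also: temperature-sensitive mutant grown at 25 °C; plate controls were DMSO-treated mutant yeast for no effect and medium wells lacking yeast for full effect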
Jurkat NFkB inh: inhibitors of the PMA/ionomycin-induced NF-kB reporter in Jurkat cells; PMA/ionomycin-induced NF-kB luciferase reporter, luminescence; inhibition, % at 4 µM; hit rate 0.53% among 330,000; in the data active = inhibition above about 50%
APJ ag: APJ receptor agonism; CHO-K1 APJ PathHunter beta-arrestin, luminescence; 0% DMSO wells, 100% apelin; activation, % at 20 µM; P35414; hit rate 0.11% among 330,000;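 active = activation more than six SD over the plate average, tested at 20 µM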;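 also: 0% = DMSO alone and 100% = apelin-13 at 10 nM; some results filed as inactive read as strong as hits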
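Assay system – PathHunter CHO-K1 APJ (AGTRL-1) beta-arrestin reporter cells · Compound – one dose, 20 µM compound, 1% DMSO · Timing – compound 90 min 25 °C, reagent 1 h · Measured by – luminescence from split beta-galactosidase complementation, Galacton Star/Emerald II substrate · Measure – beta-arrestin recruitment to APJ as agonist activity, luminescent signal · Benchmarks – DMSO vs Apelin-13 10 nM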
Mdm2 MdmX PPI: inhibitors of human Mdm2/MdmX interaction; SaOS-2 split-luciferase Mdm2/MdmX complementation, luminescence; O15151+Q00987; inhibition, % at 8 µM; hit rate 3% among 330,000;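 active = inhibition of at least 50% at 8 µM in the primary screen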
CHOP UPR activ: apoptotic UPR (CHOP) activation; AID 449763; activation, % at 10 µM; CHO-CHOP luciferase reporter, luminescence; percent of tunicamycin response over DMSO baseline; hit rate 0.34% among 330,000;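 active = at 10 µM dose, activation of 40% or more, normalized to positive control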;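 also: 100% = tunicamycin at 10 µg/mL and 0% = DMSO alone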
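Dosing – one dose, 10 µM in 0.5% DMSO · System – CHO-CHOP cells, stable luciferase reporter of PERK-eIF2a-CHOP signalling · Input – 500 cells/well · Control set – tunicamycin 10 µg/mL final as positive, DMSO-only wells as negative · Timing – 6 h compound treatment, 37 °C · Measure – % activation vs tunicamycin · Technique – luminescence read with Steady-Glo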
UPR XBP1 act: activators of adaptive arm of unfolded protein response (XBP1). CHO-XBP1 luciferase reporter, IRE1-XBP1 UPR activation, luminescence; percent of tunicamycin response, DMSO as zero. activation, % at 20 µM. hit rate 0.33% among 330,000;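 active = versus positive control, 20 µM dose yields 30% or more activation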;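 also: 100% = tunicamycin at 10 µg/mL and 0% = DMSO only wells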
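assay system = CHO-XBP1 luciferase reporter cells | amount = 1000 cells/well | buffer or medium = F12 plus 10% FBS | compound dosing = single point, 20 µM final compound, 1% DMSO | incubation = 16-18 h cell attachment at 37 °C, then 6 h compound exposure | detection = Steady-Glo luminescence read | controls = tunicamycin 10 µg/mL and vehicle-only wells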
697 NFkB inh: inhibitors of the PMA/ionomycin-induced NF-kB reporter in 697 B cells. AID 435022. hit rate 0.33% among 330,000. 697 B-cell NF-kB luciferase reporter, 16 h. inhibition, % at 4 µM; in the data active = inhibition above about 35%
Starred values were filed as active, the others as inactive; i = inactive.

entry	molecule	APJ antag	tim23-1 inh	Jurkat NFkB inh	APJ ag	Mdm2 MdmX PPI	CHOP UPR activ	UPR XBP1 act	697 NFkB inh
1	Cc1ccc2cc(C#N)c(N3CCCC3)nc2c1C	10	21	-1	4	4	-2.1	-1	11
2	CCCN1C(=O)C2(SC(NC(C)=O)=NN2C(C)=O)c2cc(C)ccc21 (configuration not stated)	14	2	8	-5	-36	2.6	-2	4
3	O=C(Nc1cccnc1)c1cc(-c2ccccc2)on1	-9	7	4	4	18	0.3	-3	16
4	O=C(Oc1nsnc1N1CCOCC1)c1ccccc1	-17	15	-16	0	11	-4.0	1	-9
5	Cc1cc(C)cc(NS(=O)(=O)c2cc(Br)cnc2N)c1	1	17	-6	-2	20	-1.5	-5	-11
6	Cn1c(=O)c(=O)n(C)c2cc(S(=O)(=O)N3CCCC3C(=O)Nc3ccc(F)cc3)ccc21 (configuration not stated)	-50	4	-7	-3	-17	0.9	-2	1
7	COc1ccc(Cl)cc1NC(=O)CN(C)CC(=O)Nc1cccc(S(=O)(=O)N2CCCC2)c1	11	-8	-1	11	16	1.6	-2	7
8	CSc1nnc2c3ccccc3n(CCc3ccccc3)c2n1	20	18	-75	-3	82*	1.0	1	i
9	CCCc1nc2ccccc2c(C(=O)N(CC)CC(=O)NCc2cccs2)c1CC	2	26	15	2	14	0.9	-1	14
10	Cc1sc(C(C2C(=O)CC(C)(C)CC2=O)C2C(=O)CC(C)(C)CC2=O)cc1[N+](=O)[O-]	-1	47	-16	2	-11	1.1	1	6
11	Cc1ccc(C)c(OCCCC(C)(C)C(=O)O)c1	14	9	-3	-4	-23	-1.9	-4	-17
12	COc1ccc2c(c1)C(=O)N1[C@H]3c4cc(Br)ccc4OC[C@@H]3[C@H](c3ccccc3)[C@]1(C)C(=O)N2	-30	39	52*	3	64*	-0.4	-2	31
13	O=C(NCCNc1ccc([N+](=O)[O-])cc1C(F)(F)F)c1ccccc1F	0	43	8	0	7	0.3	-2	-11
14	Cc1cc(C)cc(Oc2ccc(-c3nnc(-c4ccccc4)o3)cc2[N+](=O)[O-])c1	12	-5	12	-2	9	2.0	-1	-6
15	COc1ccc(CNC(=O)CN(C)Cc2ccc(SC)cc2)cc1	11	28	-7	1	-2	-0.5	1	-18
16	CC1CCN(C(=S)c2ccc(N(C)C)cc2)CC1	15	10	7	-4	3	3.6	4	-4
17	COC(=O)c1ccccc1NC(=S)N(C)C	5	3	9	4	2	0.3	0	-14
18	O=C(NCc1cccnc1)Nc1cc(Cl)cc(Cl)c1	-35	-14	-4	-1	3	0.2	-3	-14
19	CCOc1cc(C2NC(=O)NC(O)(C(F)(F)F)C2C(=O)c2ccc(OC)cc2)ccc1O (configuration not stated)	8	10	13	-2	-5	-0.7	-3	17
20	Nc1cc[n+](CC(=O)c2ccccc2)cc1	14	3	-2	3	3	0.2	-5	-9
21	CS(=O)(=O)N(CC(=O)N1CCOCC1)c1cccc(F)c1	-2	-9	-21	-2	12	1.7	-4	10
22	O=C(N/N=C/c1cccnc1)c1ccc([N+](=O)[O-])cc1Cl	-26	1	-12	7	26	-2.1	-3	5
23	CCN(C(=O)CSc1nnc(-c2ccncc2)n1C)C1CCS(=O)(=O)C1 (configuration not stated)	-9	17	-8	-5	11	-3.0	2	2
24	CC(Oc1ccccc1)C(=O)Nc1nnc(S(=O)(=O)Nc2ccccc2)s1 (configuration not stated)	13	14	-16	-2	6	-1.5	-1	8
25	c1ccc(-c2nnc(SCCC3OCCCO3)o2)cc1	8	13	-62	1	-84	5.3	2	-108
26	Cc1ccc(C(=O)NC2CC2)cc1S(=O)(=O)N1CCOCC1	4	8	7	-1	-26	0.6	0	17
27	COC(=O)c1nn(-c2ccc(OC)cc2)c(=O)cc1Oc1cccc(Cl)c1	-4	31	-5	-1	-32	-1.6	-2	-2
28	COc1cccc(NC(=O)N2CCCC2C(=O)Nc2cc(C)ccc2OC)c1 (configuration not stated)	14	10	-10	-3	16	3.3	-1	3
29	COc1ccc(-c2oc3ncnc(NCCCO)c3c2-c2ccc(OC)cc2)cc1	-9	42	-15	-3	39	3.8	-1	-33
30	S=C(c1ccc(Br)cc1)N1CCCC1	-9	9	-18	-1	-11	1.8	-6	4

13 compounds from above, ordered by number of heavy atoms, low to high:
entry	molecule	APJ antag	tim23-1 inh	Jurkat NFkB inh	APJ ag	Mdm2 MdmX PPI	CHOP UPR activ	UPR XBP1 act	697 NFkB inh
30	S=C(c1ccc(Br)cc1)N1CCCC1	-9	9	-18	-1	-11	1.8	-6	4
17	COC(=O)c1ccccc1NC(=S)N(C)C	5	3	9	4	2	0.3	0	-14
16	CC1CCN(C(=S)c2ccc(N(C)C)cc2)CC1	15	10	7	-4	3	3.6	4	-4
25	c1ccc(-c2nnc(SCCC3OCCCO3)o2)cc1	8	13	-62	1	-84	5.3	2	-108
26	Cc1ccc(C(=O)NC2CC2)cc1S(=O)(=O)N1CCOCC1	4	8	7	-1	-26	0.6	0	17
8	CSc1nnc2c3ccccc3n(CCc3ccccc3)c2n1	20	18	-75	-3	82*	1.0	1	i
15	COc1ccc(CNC(=O)CN(C)Cc2ccc(SC)cc2)cc1	11	28	-7	1	-2	-0.5	1	-18
13	O=C(NCCNc1ccc([N+](=O)[O-])cc1C(F)(F)F)c1ccccc1F	0	43	8	0	7	0.3	-2	-11
27	COC(=O)c1nn(-c2ccc(OC)cc2)c(=O)cc1Oc1cccc(Cl)c1	-4	31	-5	-1	-32	-1.6	-2	-2
14	Cc1cc(C)cc(Oc2ccc(-c3nnc(-c4ccccc4)o3)cc2[N+](=O)[O-])c1	12	-5	12	-2	9	2.0	-1	-6
19	CCOc1cc(C2NC(=O)NC(O)(C(F)(F)F)C2C(=O)c2ccc(OC)cc2)ccc1O (configuration not stated)	8	10	13	-2	-5	-0.7	-3	17
7	COc1ccc(Cl)cc1NC(=O)CN(C)CC(=O)Nc1cccc(S(=O)(=O)N2CCCC2)c1	11	-8	-1	11	16	1.6	-2	7
12	COc1ccc2c(c1)C(=O)N1[C@H]3c4cc(Br)ccc4OC[C@@H]3[C@H](c3ccccc3)[C@]1(C)C(=O)N2	-30	39	52*	3	64*	-0.4	-2	31

Following part
entry	molecule	APJ antag	tim23-1 inh	Jurkat NFkB inh	APJ ag	Mdm2 MdmX PPI	CHOP UPR activ	UPR XBP1 act	697 NFkB inh
31	CCOc1ccc(N(CC(=O)NCC2CCCO2)S(=O)(=O)c2ccc(OC)c(OC)c2)cc1 (configuration not stated)	9	9	-13	-2	-7	-1.6	-2	-19
32	O=C(CSc1nnnn1-c1ccc(Cl)c(C(=O)O)c1)NC(c1ccccc1)c1ccccc1	-26	7	-8	-3	22	1.4	3	21
33	O=C(NNC(=S)Nc1ccccc1)c1cccnc1	-3	8	-24	-5	0	0.2	-3	-63
34	O=C(CN1C(=O)S/C(=C\c2ccc(F)cc2)C1=O)NC1C=CS(=O)(=O)C1 (configuration not stated)	6	-10	7	1	19	-2.2	0	-20
35	CCN1C(=O)[C@@H]2[C@@H](c3ccc(-c4ccc(Cl)c(Cl)c4)cc3)N3CCC[C@@]3(C(=O)OC)[C@@H]2C1=O	7	26	-11	-3	36	-1.2	0	-17
36	C/C(=N\NC(=O)c1ccc2c(c1)OCO2)c1ccc(C(=O)O)s1	11	16	-1	1	9	0.6	-2	21
37	CCc1ccc2[nH]c3nc(N/N=C/c4ccc(O)cc4O)nnc3c2c1	9	4	50	-3	58*	0.8	-3	-15
38	Clc1ccc(OCc2nc(-c3ccncc3)no2)c(Cl)c1	9	-29	-132	-6	-141	1.7	4	-196
39	COc1ccc(C(=O)N2CCOC2CNC(=O)C(=O)NCc2ccc(Cl)cc2)cc1 (configuration not stated)	3	11	-11	1	22	1.0	-2	13
40	CCCCCC(=O)Nc1cccc(C2=NOC3(C2)C[C@H](C(N)=O)N(C(=O)c2ccccc2)C3)c1 (some centres not stated)	16	15	14	3	38	-0.1	-4	16
41	OCCOCCn1c(C2CCCN2c2nc(-c3ccc(F)cc3)cs2)nc2cc(Cl)c(Cl)cc21 (configuration not stated)	-66	-4	0	1	-16	1.5	2	12
42	O=C(Cc1cccc([N+](=O)[O-])c1)Nc1cccc(C(=O)N2CCOCC2)c1	7	-17	2	-4	-3	0.3	-1	4
43	CCN(CC)C(=O)CSc1nc2ccc(NC(=O)CSc3nccn3C)cc2s1	-1	4	-4	-2	18	-1.1	-4	3
44	Cc1ccc(NCC(=O)N=Nc2c(O)n(C)c3ccccc23)cc1	5	12	4	-3	18	0.3	0	14
45	CC(C)OC(=O)CC1C(=O)NCCN1C(=O)COc1ccc(C(C)(C)C)cc1 (configuration not stated)	9	4	5	0	23	0.8	-2	8
46	CC(C)(C)NC(=O)C(c1cccs1)N(CC1CCCO1)C(=O)Cn1nnc(-c2cccs2)n1 (configuration not stated)	0	33	3	-2	0	1.0	-1	3
47	Cn1cc(C(=O)N/N=C/c2cc(Br)cs2)c2ccccc21	-6	7	4	3	18	2.8	2	-63
48	COc1ccccc1N1CCN(CCc2n[nH]c(=S)n2-c2ccccc2)CC1	-2	21	8	-4	-16	-0.3	-2	15
49	CC(C)(C)CC(=O)Nc1ccc(S(=O)(=O)N2CCCC2)cc1	-4	24	-22	-1	14	0.5	-3	0
50	CCOC(=O)c1sc2nc(C)nc(SCC(=O)NC(C)CCc3ccccc3)c2c1C (configuration not stated)	4	1	2	0	32	-0.4	-1	-1
51	Cc1ccc(-n2nc3c(N4CCC(C(=O)N5CCCCCC5)CC4)nnc(C)c3c2C)cc1	11	-16	46	-5	50	1.5	14	-9
52	N#Cc1cnn(Cc2ccc(Cl)cc2)c1N	17	14	1	1	3	-2.0	-3	-5
53	Fc1ccc(Oc2nccc(-c3ccc(Cl)cc3)n2)cc1	4	14	-3	1	-12	4.0	7	-16
54	CCOC(=O)c1sc2nc(C)nc(Nc3ccccc3)c2c1C	-3	-26	-6	-2	14	-0.3	0	7
55	COc1ccc(NS(=O)(=O)c2ccc(Oc3ncccn3)cc2)cc1	10	-1	12	-3	2	-0.2	-1	14
56	COC(=O)c1ccccc1NC(=O)COC(=O)c1ccc(C)c(NC(=O)c2ccco2)c1	1	5	6	-1	21	-1.6	3	13
57	N#CC1=C(N)N2C(=C(C#N)C13CCCCC3)SC1CCCCC12O (configuration not stated)	-2	-16	-11	-1	19	-1.9	0	-16
58	COc1ccc(CCNc2cc(C)nc3c(-c4ccc(Cl)cc4)c(C)nn23)cc1OC	-14	28	-6	0	39	0.7	-3	-5
